# MBD2 DNA inh: inhibitors of human MBD2 binding to methylated oligonucleotide | Q9UBB5 | TR-FRET | inhibition, % at 4.4 µM | 370,000 tested, 0.31% active; in the data active = inhibition above about 13%
# Target sequence (Q9UBB5 whole entry, looked up): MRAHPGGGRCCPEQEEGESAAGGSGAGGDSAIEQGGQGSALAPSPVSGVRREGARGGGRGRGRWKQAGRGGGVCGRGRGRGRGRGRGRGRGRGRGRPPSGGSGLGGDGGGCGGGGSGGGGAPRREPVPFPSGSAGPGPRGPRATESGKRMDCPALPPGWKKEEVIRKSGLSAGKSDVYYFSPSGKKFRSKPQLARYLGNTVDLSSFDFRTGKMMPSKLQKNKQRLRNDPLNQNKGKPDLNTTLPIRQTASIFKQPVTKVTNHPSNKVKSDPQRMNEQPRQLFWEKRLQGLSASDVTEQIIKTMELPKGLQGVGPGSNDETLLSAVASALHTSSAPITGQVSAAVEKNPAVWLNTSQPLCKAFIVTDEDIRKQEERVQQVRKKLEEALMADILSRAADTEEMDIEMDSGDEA
# PRMT1 inh: PRMT1 (human) inhibition, primary screen; Q99873; recombinant PRMT1, activity-based probe fluorescence polarization; inhibition, % at 2.79 µM; 370,000 tested, 1.3% active; AID 652257;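 active = inhibition above about 21% made by adding two undisclosed values, limit read from the data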
# UHRF1 binding: blocks human UHRF1 binding to methylated DNA; 370,000 tested, 0.75% active; inhibition, % at 4.4 µM; AID 687016; UHRF1 binding to methylated oligo, TR-FRET; Q96T88; in the data active = inhibition above about 21%;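 also: UHRF1 SRA domain binding a hemimethylated CpG hairpin DNA probe; 0% = median of test compound wells and 100% = reference inhibitor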
# Tn6 DDE FP: inhibitors of Tn6 peptide binding to human fibrin DD(E); P02675; Fibrin DD(E) TRITC-Tn6 fluorescence polarization displacement; inhibition, % at 8.3 µM; 370,000 tested, 0.21% active; AID 720509;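 active = inhibition above a per-campaign cutoff: mean of compounds within control limits plus 3 SD, cut at about 15% in these data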;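 also: 0% = median of all compound wells on the plate and 100% = blocking peptide control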
# TDP2 absorb: TDP2 (human) inhibition, absorbance primary screen; 370,000 tested, 0.34% active; recombinant TDP2, T5PNP hydrolysis, p-nitrophenol absorbance 415 nm; O95551; AID 720702; inhibition, % at 12.8 µM;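 active = inhibition above the mean of all tested compounds plus 3 SD, set per campaign, cut at about 25% in these data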;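 also: 0% = DMSO with enzyme and 100% = buffer with substrate but no TDP2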
#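 Test system: Human TDP2 enzyme | Reagent: 5 mM T5PNP | Compound dosing: 12.8 µM single point, 1% DMSO | Incubation: Enzyme reaction with compound for 2 h at 37 °C | Technique: p-Nitrophenol epi absorbance | Read-out: % inhibition relative to enzyme-containing and enzyme-free wells | Benchmarks: High control without enzyme, low control DMSO plus TDP2 | Replicates: Singlicate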
# Tn7 DDE FP: DD(E)-Tn7 binding inhibition, primary FP screen. P02675. FP displacement of FITC-Tn7 peptide from fibrin DD(E); 0% = median of compound wells per plate. inhibition, % at 8.3 µM. 370,000 tested, 0.13% active;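 active = inhibition above the mean of compounds falling within the control limits plus 3 SD of them, cut at about 14% in these data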;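 also: 0% = plate median of compound wells and 100% = 10 µM Aha-Tn7 peptide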
#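 assay system = human clot-derived fibrin DD(E) complex | quantity = Fibrin-DD(E) at 2 µM final | timing = 10 min preincubation, 3 h with tracer, room temperature | signal = fluorescence polarization | measure = percent inhibition | benchmarks = high control wells with 10 µM unlabelled Aha-Tn7 peptide (full inhibition) | replicates = singlicate testing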
# LEDGF integ inh: blocks HIV-1 LEDGF/p75-dependent DNA integration. TR-FRET IN-LEDGF/p75 DNA integration, Eu/Cy5. inhibition, % at 3.7 µM. AID 743269. 370,000 tested, 0.64% active;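 active = inhibition above the screen-wide mean plus 3 SD, cut at about 13% in these data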;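 also: signal is the Cy5 over europium emission ratio at 671 and 618 nm; 0% = plate median of compound wells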
# KLK7 zymogen act: activators of human kallikrein-7 zymogen | P49862 | purified proKLK7, EDANS-DABCYL substrate fluorescence; 100% is mature enzyme control, 0% vehicle | activation, % at 7 µM | 370,000 tested, 0.9% active | AID 652039;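 active = activation above the mean of all tested compounds plus 3 SD, computed per campaign excluding outliers beyond control limits, cut at about 13% in these data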
# Target sequence (P49862 whole entry, looked up): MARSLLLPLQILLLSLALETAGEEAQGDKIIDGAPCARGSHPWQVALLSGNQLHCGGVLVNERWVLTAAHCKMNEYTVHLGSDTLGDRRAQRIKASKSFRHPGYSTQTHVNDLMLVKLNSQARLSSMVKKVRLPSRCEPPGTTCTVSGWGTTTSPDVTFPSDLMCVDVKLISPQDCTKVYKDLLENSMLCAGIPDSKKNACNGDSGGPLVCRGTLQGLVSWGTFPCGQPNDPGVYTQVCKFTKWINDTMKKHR
# SIAE inh: inhibitors of human sialic acid acetylesterase SIAE; SIAE FP-Rh probe binding, fluorescence polarization; inhibition, % at 9.66 µM; 370,000 tested, 0.69% active; Q9HAT2; AID 1053197;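 active = inhibition above a cutoff: mean of compounds within the control limits plus 3 SD of those, cut at about 17% in these data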;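 also: 0% = plate median of compound wells and 100% = probe without SIAE protein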
# TCR CD3 inh: human TCR-CD3 binding inhibition; TAMRA-labeled TCR probe fluorescence, biochemical; AID 651800; inhibition, % at 9.4 µM; 360,000 tested, 0.37% active; in the data active = inhibition above about 19%;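 also: recombinant mutant TCR 2C K166C tagged with TAMRA read by polarization; 0% = receptor in buffer alone and 100% = receptor with positive control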
# An asterisk follows results filed as active; x = no result given.
SMILES,MBD2 DNA inh,PRMT1 inh,UHRF1 binding,Tn6 DDE FP,TDP2 absorb,Tn7 DDE FP,LEDGF integ inh,KLK7 zymogen act,SIAE inh,TCR CD3 inh
CC(C)n1ncc2c(C(=O)N3CCN(Cc4ccc(Br)s4)CC3)cc(C3CC3)nc21,1,0,1,-3,1,-3,-3,0.5,5,-5
S=c1[nH]nc(NCCCN2CCOCC2)s1,4,14,-3,0,6,2,0,-0.7,13,-2
COC(=O)[C@]12C[C@H](CC(=O)NCCCCc3ccccc3)C(=O)N(Cc3ccc(Cl)cc3Cl)C1=C[C@H](C(C)(C)C)O[C@@H]2C,-3,7,1,1,-2,-6,-1,-0.3,6,x
O=C(CNC(=O)c1ccc(N2CCCC2=O)cc1)Nc1ccc(F)c(F)c1F,-1,2,1,-5,-8,1,-8,0.2,1,-1
Cc1cccc(NC(=O)CN(C)S(=O)(=O)c2cnc[nH]2)c1,-1,-1,-1,2,1,6,-2,-0.3,-2,0
FC(F)(F)c1cccc(-n2cccc2/C=N/n2cnnc2)c1,2,1,-5,-10,8,-2,0,0.7,5,2
CCCN1C(=O)CC(c2ccc(OC)c(OC)c2)C1=O (stereo not given),2,1,3,-3,-8,-10,1,0.7,2,6
O=C1C(=O)c2c(C(=O)c3ccccc3)coc2-c2ccccc21,5,0,2,4,9,-2,4,-0.7,-2,1
N=c1ncn(C2OC(CO)C(O)C2O)c2nc(Br)[nH]c12 (stereo not given),-1,0,0,6,1,2,-5,-0.3,4,-3
COC(=O)CC1Nc2ccccc2SC1=O (stereo not given),3,3,2,9,3,2,-3,-0.4,3,-2
COc1cc(NC(=S)N2CCN(C(=O)c3ccco3)CC2)c(OC)cc1Cl,-1,6,0,-2,-6,-10,4,0.3,1,13
c1ccc(CNc2ncnc3scc(-c4cccs4)c23)nc1,1,-1,-2,7,0,10,3,0.0,0,5
Cc1ccc(NC(=O)c2cc(CC(C)C)nc3ccccc23)cc1,-1,-1,5,4,-16,-3,1,0.5,-3,-11
Cc1cccc(C(=O)N/N=C/c2ccc(OC3CSC3)cc2)c1,9,10,3,2,-3,3,-3,0.6,-11,0
O=C(Nc1ccc2c(c1)OCO2)c1cc(C2CCCCN2S(=O)(=O)c2cccs2)on1 (stereo not given),-2,1,6,-1,-4,-1,-4,0.2,-3,-3

# Record cards (already shown). Values in the order: MBD2 DNA inh, PRMT1 inh, UHRF1 binding, Tn6 DDE FP, TDP2 absorb, Tn7 DDE FP, LEDGF integ inh, KLK7 zymogen act, SIAE inh, TCR CD3 inh
# Cc1cccc(C(=O)N/N=C/c2ccc(OC3CSC3)cc2)c1 is entered as 9, 10, 3, 2, -3, 3, -3, 0.6, -11, 0
# O=C(Nc1ccc2c(c1)OCO2)c1cc(C2CCCCN2S(=O)(=O)c2cccs2)on1 (stereo not given) is entered as -2, 1, 6, -1, -4, -1, -4, 0.2, -3, -3

# Back to the main list, starting 6 compounds before the break.
SMILES,MBD2 DNA inh,PRMT1 inh,UHRF1 binding,Tn6 DDE FP,TDP2 absorb,Tn7 DDE FP,LEDGF integ inh,KLK7 zymogen act,SIAE inh,TCR CD3 inh
COC(=O)CC1Nc2ccccc2SC1=O (stereo not given),3,3,2,9,3,2,-3,-0.4,3,-2
COc1cc(NC(=S)N2CCN(C(=O)c3ccco3)CC2)c(OC)cc1Cl,-1,6,0,-2,-6,-10,4,0.3,1,13
c1ccc(CNc2ncnc3scc(-c4cccs4)c23)nc1,1,-1,-2,7,0,10,3,0.0,0,5
Cc1ccc(NC(=O)c2cc(CC(C)C)nc3ccccc23)cc1,-1,-1,5,4,-16,-3,1,0.5,-3,-11
Cc1cccc(C(=O)N/N=C/c2ccc(OC3CSC3)cc2)c1,9,10,3,2,-3,3,-3,0.6,-11,0
O=C(Nc1ccc2c(c1)OCO2)c1cc(C2CCCCN2S(=O)(=O)c2cccs2)on1 (stereo not given),-2,1,6,-1,-4,-1,-4,0.2,-3,-3
C[C@@H]1OCN(C)[C@H]2C[C@H]3c4[nH]c5cccc(-c6ccc7c(c6)OCO7)c5c4CCN3C[C@@H]12,-4,0,-2,9,-10,0,-3,-0.6,8,x
COCCn1c(SCC(=O)Nc2cccc(C)n2)nnc1-c1ccco1,3,1,4,-4,0,-4,3,0.0,-3,-2
NCc1ccc(OCCCN2CCC(C(O)(C3=CCCC3)c3ccccc3)CC2)cc1 (stereo not given),2,-1,0,0,6,1,-3,0.3,9,5
Cc1ccc(Sc2ncccc2C(=O)O)cc1C,0,0,-2,5,3,-6,3,0.0,-3,5
O=C(CCCCCN1C(=O)C2C3C=CC(C3)C2C1=O)Nc1nccs1 (stereo not given),-3,-3,2,-2,6,8,-3,-0.1,4,3
COc1ccc2[nH]c3nc(SC(C)C)nnc3c2c1,-4,1,54*,5,0,2,0,-0.8,-2,4
COC(=O)[C@H]1C[C@@]2(O)CN(S(=O)(=O)c3ccc(C)cc3)C[C@@]2(OC(=O)NC2CCCC2)C[C@H]1C(=O)OC,13,5,24*,-4,-9,2,3,0.9,3,-2
COc1ccc(OC)c(C2C3=C(N=c4s/c(=C\c5cccc(O)c5)c(=O)n42)c2ccccc2CC3)c1 (stereo not given),-8,5,1,0,5,0,-2,-1.1,-34,-5
COc1cccc(NC(=O)c2cc3ccccc3cc2OC)c1,-3,2,0,15*,1,-2,0,-0.5,-10,4
CC(C)(C)c1ccc(/C=N/NC(=O)C2CCCC2)cc1,2,1,1,5,15,8,-1,0.2,3,-3
Cc1ccc(C2NC(=S)N3C(c4ccc(C)cc4)NC(=S)N23)cc1 (stereo not given),1,22*,6,3,0,3,-7,0.1,2,-1
CC(=O)NC12CC3CC(C1)CC(C(=O)Nc1nc4c(C)cccc4s1)(C3)C2,2,-1,-4,1,9,1,1,0.2,-4,-3
CC(=O)c1ccc(Nc2nc(-c3sc(C)nc3C)cs2)cc1,-4,3,0,2,-5,4,-2,1.3,-19,-4
CCc1noc(C)c1C(=O)NCCN1C(=O)S/C(=C\c2ccc(OC)cc2)C1=O,-1,4,-2,13,4,-5,4,-0.2,4,-6
CCCCNC(=O)c1ccc2nc(CC)c(N(CC)CCN(C)C)n2c1,4,0,6,3,8,-8,2,-0.7,3,-5
O=C(Nc1cccnc1)c1cccc(S(=O)(=O)Nc2cccc(Cl)c2)c1,3,-2,-1,2,8,1,-1,0.1,-6,2
NC(Cc1c[nH]c2ccccc12)C(=O)Nc1ccccc1 (stereo not given),4,0,1,-11,2,-9,0,-0.1,4,7
O=C(COC(=O)C1=COCCO1)Nc1ccc(F)cc1,-3,6,0,-2,4,-1,0,0.6,2,-3
Cc1ccc(NC(=O)NCCN2CCN(c3ccccc3)CC2)cc1Cl,4,-2,-2,1,6,10,2,-1.0,-4,1
COC(=O)[C@]12C[C@H](CC(=O)NCc3cccs3)C(=O)N(Cc3cccc4ccccc34)C1=C[C@H](C(C)(C)C)O[C@@H]2C,-2,-4,-1,-3,-2,-7,8,0.2,-12,x
CCCC1CCC2(CC1)CCC2OC(=S)NCCc1ccc(Cl)cc1 (stereo not given),1,1,0,-3,5,0,4,x,-4,x
c1ccc2c(c1)Cc1ccccc1O2,2,-1,0,-7,1,1,0,0.8,0,13
CC1C(=O)N2CCCc3cc(NS(=O)(=O)c4ccccc4)cc1c32 (stereo not given),4,2,-1,3,6,0,2,0.1,5,2
CN(Cc1cnn(-c2ccc(F)cc2)c1)C(=O)[C@H]1O[C@@H](n2ccc(=O)[nH]c2=O)[C@H](O)[C@@H]1O,-5,0,0,4,6,1,-6,-0.2,-3,0
CC(C)C[C@H]1CNC(=S)N1CC1CCCN1C[C@H](Cc1ccc(O)cc1)N1C[C@H](Cc2ccccc2)N(CC2CCCCC2)C1=S (stereo not given in full),-2,6,-2,4,4,4,-2,-0.7,-19,-6
CCOC(=O)C(NC(C)=O)C(O)c1ccc([N+](=O)[O-])cc1 (stereo not given),-3,2,-2,1,7,-4,0,0.3,14,3
CC(O)/C=C/c1cccc[n+]1C (stereo not given),0,-2,3,1,12,-10,0,-0.5,3,0
CC(=O)C1CCC2C3CCC4=CC(=O)CC[C@]4(C)[C@@]3(F)C(O)C[C@]12C (stereo not given in full),2,3,-2,-2,-1,-6,-1,-0.1,2,-4
CCn1c(C)nc2cc(C(=O)NNS(=O)(=O)c3c(C)c(C)cc(C)c3C)ccc21,-8,0,0,4,-6,3,3,0.8,4,5
O=C(COc1ccc(Br)cc1)N(Cc1nnc(-c2ccccc2Cl)o1)C1CC1,2,10,0,0,-3,1,-2,0.3,4,4
Cc1ccc(Cn2c(SCC(C)C)nc3c2c(=O)n(C)c(=O)n3C)cc1,8,5,0,-2,3,-3,-1,-0.5,4,-4
Cc1cc(C)c(S(=O)(=O)N2CCCOC2CNC(=O)C(=O)NCc2ccco2)c(C)c1 (stereo not given),-4,-1,12,-2,-4,0,0,-0.1,1,2
Cc1cccc(C(=O)N2CCc3c([nH]c4ccccc34)C2CC(C)C)n1 (stereo not given),2,-4,-1,9,6,0,-2,2.0,2,-2
O=Cc1cn(CCC(=O)O)nc1-c1cccc(Br)c1,-2,1,0,0,-9,-7,-1,-0.2,-5,-5

# Bioassay records: PubChem BioAssay, The Scripps Research Institute Molecular Screening Center
